# High-throughput results from PubChem.
# OX1R antag-1: blocks the human orexin 1 receptor. O43613. CHO/OX1R cells, Fluo-8 calcium fluorescence, orexin A. AID 434989. inhibition, % at 5 µM. 0.43% of 330,000 active;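 active = inhibition above its plate's threshold, mean inhibition of all tested compounds on the plate plus 3 SD, cut at about 37% in these data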;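 note: 0% = orexin A challenge wells and 100% = SB-334867-A antagonist wells; not every result past the cut was called active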
# Target sequence (O43613 whole entry, looked up): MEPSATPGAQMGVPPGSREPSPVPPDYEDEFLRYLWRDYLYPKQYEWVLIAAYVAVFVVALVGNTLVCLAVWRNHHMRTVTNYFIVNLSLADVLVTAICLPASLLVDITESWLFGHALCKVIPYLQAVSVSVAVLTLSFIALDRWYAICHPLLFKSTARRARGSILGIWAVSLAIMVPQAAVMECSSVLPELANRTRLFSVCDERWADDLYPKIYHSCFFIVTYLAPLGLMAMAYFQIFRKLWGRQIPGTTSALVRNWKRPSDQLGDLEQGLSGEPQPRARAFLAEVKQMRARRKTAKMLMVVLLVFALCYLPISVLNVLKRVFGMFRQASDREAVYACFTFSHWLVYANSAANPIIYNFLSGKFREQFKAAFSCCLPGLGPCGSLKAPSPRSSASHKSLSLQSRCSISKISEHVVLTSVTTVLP
# OX1R antag-2: antagonists of human orexin 1 receptor (OX1R). OX1R-expressing cells, FRET antagonist read-out. inhibition, % at 6.6 µM. 1.8% of 330,000 active. AID 485270; in the data active = inhibition mostly above about 38%, no sharp cut-off; inactive = mostly below about 40%;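 note: 0% = agonist challenge alone and 100% = reference antagonist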
# * marks the source's active call; other numbers are inactive results.
OX1R antag-1 | OX1R antag-2 | mol
-38 | 13 | Cc1c(NS(=O)(=O)c2ccccc2)c(=O)n(-c2ccccc2)n1C
-6 | 17 | Cc1nc(-c2noc(-c3cccc(Cl)c3)n2)c(C(F)(F)F)o1
-5 | 24 | O=C(NC(=O)N1CCN(c2ccc([N+](=O)[O-])cn2)CC1)c1ccccc1F
-13 | 9 | CCN1CCc2c(sc(NC(=S)NC(=O)c3ccco3)c2C(N)=O)C1
-13 | 7 | Nc1nnc(SC2CC(=O)N(c3ccccc3)C2=O)s1 (stereo unspecified)
-2 | 8 | O=C(c1cc(Cl)nc2ccccc12)N1CCCCC1
-14 | -9 | O=C(c1cccc(F)c1)N1CCCC(C(=O)N2CCCCCC2)C1 (stereo unspecified)
-19 | 10 | COc1ccc2c(c1)C(C)=CC(C)(C)N2C(=O)CNCc1ccc2c(c1)OCO2
-27 | -1 | O=C(NNc1ccccc1C(F)(F)F)c1cccs1
49* | 10 | COc1cccc(N=Nc2ccc(O)c3ncccc23)c1
-3 | 28 | O=C(CSc1ccccc1)N1CCN(c2ccccc2)CC1
-20 | 12 | O=C(c1cccs1)N(CCN1CCCCC1)CC1CCCN(C2CCCC2)C1 (stereo unspecified)
4 | 10 | Cc1cc(N2O[C@H]3C=C[C@@H]2C3)no1
-24 | -7 | CCOCCCNC(=O)c1ccc2c(c1)ncn2-c1ccccc1OC
-14 | 11 | Cc1cccc(C(C)C)c1NC(=O)COC(=O)CN1C(=O)C2CC=CCC2C1=O (stereo unspecified)
-39 | 10 | COCCn1c(N)c(N(Cc2ccccc2)C(=O)c2oc3ccccc3c2C)c(=O)[nH]c1=O
-1 | 10 | CCC(C)NC(=O)CSc1nnc(-c2ccoc2C)n1CC1CCCO1 (stereo unspecified)
-20 | 25 | COCCNC(=O)C(c1cccc(OC)c1)N(C(=O)Cn1nnc2ccccc21)c1cccnc1 (stereo unspecified)
-18 | 1 | CN(CC(=O)Nc1cccc(F)c1)C(=O)/C=C/c1cn(Cc2ccccc2)nc1-c1cccnc1
-15 | 14 | CCc1ccc(C(=O)NNc2ccc(F)cc2)cc1
-19 | 17 | CC1(C)CC(NC(=O)COc2ccc(Cl)cc2Cl)CC(C)(C)N1
-5 | 9 | CCN(Cc1ccc(N(C)C)cc1)C(C)C(=O)Nc1ccc(S(=O)(=O)N2CCCC2)cc1 (stereo unspecified)
-10 | 1 | N#CCCn1cc(/C=N/NC(N)=S)c(-c2ccc(Br)cc2)n1
-27 | 9 | CCc1ccc(OCc2nnc(SCCN3CCOCC3)n2CC)cc1
-26 | 10 | O=C(CCn1nc(-c2ccc(Cl)cc2)ccc1=O)N1CCN(c2ccccc2)CC1
-6 | 0 | CCOc1ccc(CCNC(=O)c2ccc(=O)[nH]c2)cc1OCC
0 | 8 | COC(=O)C1C(c2ccccc2)C(C(=O)O)C1c1ccccc1 (stereo unspecified)
-3 | 19 | O=C(O)c1ccc(N/N=C/c2ccnc3ccccc23)cc1
-10 | 19 | Cc1ccc(-n2c(=O)c(C#N)cc3c(=O)n4ccccc4nc32)cc1C
-14 | 17 | O=C(NN1C(=O)c2cc(Br)ccc2NC1c1cc(Br)cc(Br)c1O)c1ccncc1 (stereo unspecified)
-14 | 9 | Cc1ccc(-c2cc(C(=O)N3CCCC(C(F)(F)F)C3)c3ccccc3n2)o1 (stereo unspecified)
6 | 5 | CC(C)=C(NC(=O)c1ccccc1)C(=O)N/N=C(\C)c1ccccc1O

# An excerpt of these results, with each value named.
CN(CC(=O)Nc1cccc(F)c1)C(=O)/C=C/c1cn(Cc2ccccc2)nc1-c1cccnc1
  OX1R antag-1: -18 | OX1R antag-2: 1

CCc1ccc(C(=O)NNc2ccc(F)cc2)cc1
  OX1R antag-1: -15 | OX1R antag-2: 14

CC1(C)CC(NC(=O)COc2ccc(Cl)cc2Cl)CC(C)(C)N1
  OX1R antag-1: -19 | OX1R antag-2: 17

# Carrying on.
OX1R antag-1 | OX1R antag-2 | mol
-21 | 4 | COc1cccc(/C=N/NC(=S)NCc2ccco2)c1OC
-4 | 23 | Cc1ccsc1CNS(=O)(=O)c1ccc(F)cc1
0 | 19 | O=C(/C=C/c1ccccc1)NCc1ccco1
-31 | 10 | COc1ccc(/C=C(/NC(=O)c2ccco2)C(=O)NCc2ccco2)cc1OC
-19 | 6 | COc1ccc(C(C)=O)cc1COC(=O)CCNS(=O)(=O)c1ccc(C(C)=O)cc1
-8 | 5 | O=C(CSc1nc(=O)n2ccccc2n1)NCc1ccc2c(c1)OCO2
-6 | 1 | O=C(CCN=C1NS(=O)(=O)c2ccccc21)Nc1ccc(F)cc1Cl
-19 | 25 | Cc1cc(S(=O)(=O)N2CCOCC2)ccc1F
-12 | 26 | Cc1ccc(SCC(=O)OC(C)C(=O)NCc2ccccc2)cc1 (stereo unspecified)
-16 | 15 | CC(C)(C)c1cc(Br)ccc1OCC(=O)Nc1ncn[nH]1
-6 | 7 | CC(=O)Nc1ccc(C(=O)OC2CCOC2=O)cc1 (stereo unspecified)
-17 | 3 | C=CCNC(=S)NCc1cccnc1
-15 | 9 | CC(c1nccs1)N(C)c1nc2nonc2nc1N(C)C (stereo unspecified)
-20 | 28 | CC(=O)SC(C[N+](=O)[O-])c1cn(C(C)=O)c2ccccc12 (stereo unspecified)
-3 | 10 | O=C(CNC(=O)c1cccs1)N/N=C/c1ccc(Cl)cc1
-13 | 7 | O=[N+]([O-])c1cc(/C=N/O)ccc1SCc1ccccc1
-16 | 8 | COc1ccc(CC(=O)N/N=C(\C)CC(=O)NCc2ccco2)cc1OC
-19 | 33 | O=C(CSc1n[nH]c(-c2ccncc2)n1)NC1CCS(=O)(=O)C1 (stereo unspecified)
-19 | 5 | Cn1nc(C(=O)N2CCCCC2)c2c1-c1ccccc1S(=O)(=O)C2
13 | 4 | CSc1nccc(Oc2ccccc2Cl)n1
-44 | 14 | Cc1ccc(N2C(=O)c3ccccc3C2Nc2ccc(S(=O)(=O)N3CCCCC3)cc2)nc1 (stereo unspecified)
-12 | 17 | S=C(Nc1ccc(Br)cc1Cl)N1CCC2(CC1)OCCO2
-10 | 0 | Cc1ccc(S(=O)(=O)N(c2cccc(C(F)(F)F)c2)C2C=CS(=O)(=O)C2)cc1 (stereo unspecified)
-11 | 24 | CC(=O)Oc1cc2c(C(C)=O)coc2c2ccccc12
-11 | 12 | COc1ccc(-c2nnc(SCC(=O)NCCc3ccc(S(N)(=O)=O)cc3)o2)cc1OC
5 | 19 | COc1ccc(NC(=O)/C(=C\c2ccc3c(c2)OCO3)NC(C)=O)cc1
-6 | 11 | CCCCn1c(N)c(N(CCOC)C(=O)CSCc2cccc(C)c2)c(=O)[nH]c1=O
-21 | 13 | COC(=O)[C@@]1(Cc2ccc(OC)cc2)[C@H]2c3cc(C(=O)N(C)C)n(C[C@H](O)CO)c3C[C@H]2CN1C(=O)c1ccccc1
-15 | 13 | Cc1ccnc(N2CCC(C(=O)Nc3ccc(Oc4ccccc4)cc3)CC2)n1
-22 | 9 | CCN(c1cccc(C)c1)S(=O)(=O)c1ccc2c(c1)oc(=O)n2C
1 | -8 | CC(=O)Nc1ccc(S(=O)(=O)NCCc2ccccn2)cc1
-2 | 12 | Cc1ccc(C(C)C)c(OCc2ccc(C(=O)N/N=C/c3ccc(O)c(O)c3)cc2)c1

# Complete entries from above.
# Shown for CCCCn1c(N)c(N(CCOC)C(=O)CSCc2cccc(C)c2)c(=O)[nH]c1=O → OX1R antag-1 = -6; OX1R antag-2 = 11
# Shown for COc1ccc(-c2nnc(SCC(=O)NCCc3ccc(S(N)(=O)=O)cc3)o2)cc1OC → OX1R antag-1 = -11; OX1R antag-2 = 12
# Shown for Cc1ccc(C(C)C)c(OCc2ccc(C(=O)N/N=C/c3ccc(O)c(O)c3)cc2)c1 → OX1R antag-1 = -2; OX1R antag-2 = 12

# (list continues)
OX1R antag-1 | OX1R antag-2 | mol
-4 | 9 | COc1cccc(NC(=O)COc2cccc(-n3cnnn3)c2)c1
3 | 2 | Cc1cc(C)n2nc(SC(C)C(=O)N3CC(C)OC(C)C3)nc2n1 (stereo unspecified)
-21 | 1 | CC(=O)N1CCC2(CC1)CC(=O)c1cc(OCC(=O)NCc3ccco3)ccc1O2
-21 | 12 | O=C(NC12CC3CC(CC(C3)C1)C2)c1cc([N+](=O)[O-])ccc1Cl
-24 | 12 | COc1ccc(C(=O)C(Cc2cc(C(C)=O)ccc2OC)N2CCCC2)cc1 (stereo unspecified)
-7 | -4 | Cc1ccc(CSc2nc3nc(C)cc(C)n3n2)cc1
-17 | 9 | CCOC(=O)C1CCN(C(=O)c2c(-c3c(Cl)cccc3Cl)noc2C)CC1
-19 | 14 | CCOC(=O)C1(Cc2cccc(F)c2)CCN(Cc2cnn(CC)c2C)CC1
-8 | 7 | CC(C)(C)NC(=O)CSC(=Nc1ccc(F)cc1)NC#N
-26 | 5 | CCC(C)(C(=O)NC1CCCC1)N(CC1CCCO1)C(=O)CNC(=O)c1ccccc1 (stereo unspecified)
-8 | 51 | Cn1cnnc1SCCCN1C(=O)c2cccc3cccc(c23)C1=O
-14 | -1 | Fc1ccccc1CSc1ncnc2c1oc1ccccc12
-11 | 4 | CCOC(=O)NC(=O)c1cn(C(CC)CO)c(=O)[nH]c1=O (stereo unspecified)
-21 | 6 | O=C1OCCN1C(=O)[C@H]1[C@H](c2ccc(Cl)cc2)C(c2ccc(F)cc2)=NN1c1ccc(Br)cc1
1 | 12 | CCCNC(=O)c1ccc(COc2ccc(C(C)(C)C)cc2)o1
-5 | 23 | COc1ccc(C(=O)NCc2nnc(SCC(=O)NC3CCCCC3)n2C)cc1
-11 | 12 | COCCN(C(=S)Nc1ccccc1OC)C1CCN(C(C)=O)CC1
-28 | 4 | CCOc1ccc(C2C(C(=O)NC)=C(C)Nc3nc4ccccc4n32)cc1OC (stereo unspecified)
-22 | 13 | CCSc1nnc(-c2ccccc2SC)o1
5 | 1 | CN(C)CCCOc1ccc(Cl)cc1Br
-12 | 17 | NC(=O)Cc1ccc(C(=O)c2ccc(F)cc2)s1
-7 | -2 | COc1ccc(CSc2nncn2C)cc1F
-4 | 7 | Cc1ccc(C(=O)NCC(=O)OCCCOC(=O)CNC(=O)c2ccc(C)c(C)c2)cc1C
-33 | 19 | Cc1ccc(NC(=O)CSc2nc(=O)n(CCCN3CCOCC3)c3c2CCCC3)cc1F
-1 | 25 | CCOC(=O)Cc1csc(NC(=O)Nc2ccc(OC(F)(F)F)cc2)n1
-24 | 33 | O=C(N/N=C\c1cccc(Cl)c1)c1ccc(Cn2cccn2)o1
-3 | 2 | C=CCCCCCCCCC(=O)N1CCN(c2cc3c(cc2F)c(=O)c(C(=O)O)cn3CC)CC1
-13 | 24 | CCOC(=O)Cc1cc(=O)n(-c2nc3ccccc3s2)[nH]1
-31 | 30 | S=C(NCCN1CCOCC1)Nc1ccc(Nc2ccccc2)cc1
-31 | 18 | O=C(Nc1cccc(C(F)(F)F)c1)C(=O)N1CCCCC1
3 | 107* | Nc1c(C(=O)O)ccc2c1C(=O)c1ccccc1C2=O
-28 | 12 | CCCCCOc1ccc(OC(=O)c2ccncc2)cc1
-35 | 10 | Cn1nnnc1Sc1ncnc2scc(-c3ccc(C(F)(F)F)cc3)c12
-19 | -3 | CCN(CC(=O)Nc1ccc(Br)cc1F)CC(=O)NC1CCS(=O)(=O)C1 (stereo unspecified)
-6 | 18 | COc1ccc(NC2=NCC(=O)N2Cc2cccs2)cc1
-15 | 9 | COCCC(=O)N1CCC(Oc2ccc(C(=O)N3CCCCC3COC)cc2)CC1 (stereo unspecified)
-37 | 8 | CCOc1ccc(CNC(=O)c2ccc3c(c2)N(CC)CCS3)cc1
-14 | 20 | Cc1[nH]c2ccc(C(=O)N3CCCC3)cc2c1C
-6 | 21 | CCOC(=O)CCC(=O)NCc1ccc2c(c1)cc(C)n2C
16 | 14 | CSc1ccc(S(=O)(=O)Nc2ccc(F)cc2)cc1
-22 | 16 | COc1ccc(NC(=O)COC(=O)c2ccncc2)c(OC)c1
-31 | 15 | CCN(CC)c1ccc(C(=O)OCC(=O)N(C)Cc2ccccc2)cc1
-10 | 0 | Cc1nc(=O)c(-c2ccccc2)c(C)n1-c1ccccc1O
-9 | 5 | Cc1ccc(C(=O)N2c3ccccc3CC2C)o1 (stereo unspecified)
0 | 5 | Cc1cccc(NS(=O)(=O)c2cccc(C(=O)Nc3cccc(C(=O)O)c3)c2)c1
-28 | 2 | COCc1cc(NCc2ccc(Cl)cc2)nc(C)n1
-16 | 12 | CCN(CC)C(=O)Cn1nc(-c2ccncc2)nc1SCC(=O)Nc1ccc(OC)cc1
7 | 48* | CCOC(=O)c1nc2c(=O)n(C)c(=O)n(C)c2n(C)c1=O
-9 | 20 | CCOc1ccc(NC(=O)CN(c2ccc(OCC)cc2)S(=O)(=O)c2c(C)[nH]c(=O)[nH]c2=O)cc1
10 | 6 | O=C(COc1ccccc1F)Nc1ccc2[nH]c(=O)[nH]c2c1
4 | 2 | Cc1n(Cc2ccccc2)c2ccccc2[n+]1Cc1ccccc1
1 | 5 | O=C(CNC(=O)c1cnccn1)Nc1ccc(F)c(F)c1F
-1 | 15 | CS(=O)(=O)N(Cc1ccc(Cl)cc1)c1ccc(C(=O)NCc2ccccn2)cc1
-8 | -7 | COc1ccc(CN(C)Cc2ccccc2)c(OC)c1OC
-19 | 12 | CC1Cc2ccccc2N1C(=O)CSc1nnnn1C (stereo unspecified)
-16 | 13 | CCOc1ccccc1C(=O)N(CN1CCCC1=O)c1cccc(Cl)c1

# (list continues)
OX1R antag-1 | OX1R antag-2 | mol
-40 | -5 | COc1ccc(S(=O)(=O)N2CCCCC2)cc1NC(=O)C1CC(=O)N(Cc2ccccc2)C1 (stereo unspecified)
-11 | 17 | Cn1c(SCc2nc3cc(C(=O)O)ccc3c(=O)[nH]2)nnc1C(F)(F)F
1 | 50 | COc1ccccc1/C=N/NC(=O)C(=O)Nc1ccccc1OC(F)(F)C(F)F
-9 | 12 | CCOc1ccc(N2CC(C(=O)N3CCCCCC3)CC2=O)cc1 (stereo unspecified)
83* | 14 | CN(C)c1ccc(/C=C/c2nc3ccccc3c(=O)n2-c2ccc(C(=O)O)cc2)cc1
-27 | 5 | CCCn1c(SCC(=O)NC)nc2sc3c(c2c1=O)CCC3
-25 | 19 | c1cn2cc(CSC3CCCCC3)nc2s1
